Screening data: PubChem BioAssay, National Center for Advancing Translational Sciences (NCATS)
D2 PAM = D2 dopamine receptor (human) potentiation; HEK293 T-REx D2, calcium flux, EC20 dopamine potentiation; potentiation, % at 10 µM; hit rate 0.34% among 340,000; AID 485347;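 active = potentiation over 3 SD above the plate norm, cut at about 30% in these data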; note: 0% is about no effect
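Potentiation of an EC20 dopamine calcium response measured kinetically over 180 s, after a preceding 180 s compound-only read flagging agonists. Cells: inducible Hek293 Trex D2 line, 4000/well, cultured overnight at 30 C before dye loading.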
Vif-APOBEC3F blk = inhibitors of Vif-A3F interaction; HeLa A3F-eYFP + Vif (tagged APOBEC3F with the HIV-1 protein that degrades it), YFP fluorescence increase; hit rate 0.2% among 390,000; Potency, µM (highest dose often 46.1 µM), without a hit: at the top dose activity, negative = active; AID 602313; note: potency is the fitted concentration of half-maximal effect; % of control where 0% means no effect; nearly all actives have a fitted effect of over 65% in size
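HeLa cells stably expressing Vif plus C-terminally eYFP-tagged A3F were seeded, incubated overnight at 37 deg C, dosed with compound, incubated overnight again at 37 deg C. Yellow fluorescence (Ex 488/Em 500-530) reported blocked Vif-mediated A3F-eYFP degradation.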
Vif-A3G inh = inhibitors of Vif-APOBEC3G interaction. HeLa A3G-eYFP + Vif (tagged APOBEC3G with the HIV-1 protein that degrades it), YFP fluorescence, overnight. hit rate 0.076% among 410,000. Q9HC16. Potency, µM (series often up to 46.1 µM), for the others: top-dose activity, negative = active, usual class: inhibitors. AID 602310;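 note: potency is the fitted concentration of half-maximal effect; % is set by controls: 0 for no effect and ±100 for the full control effect; nearly all actives have a fitted effect of over 60% in size; hits raise eYFP signal because A3G escapes Vif-driven loss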
Target sequence (Q9HC16 whole entry, looked up): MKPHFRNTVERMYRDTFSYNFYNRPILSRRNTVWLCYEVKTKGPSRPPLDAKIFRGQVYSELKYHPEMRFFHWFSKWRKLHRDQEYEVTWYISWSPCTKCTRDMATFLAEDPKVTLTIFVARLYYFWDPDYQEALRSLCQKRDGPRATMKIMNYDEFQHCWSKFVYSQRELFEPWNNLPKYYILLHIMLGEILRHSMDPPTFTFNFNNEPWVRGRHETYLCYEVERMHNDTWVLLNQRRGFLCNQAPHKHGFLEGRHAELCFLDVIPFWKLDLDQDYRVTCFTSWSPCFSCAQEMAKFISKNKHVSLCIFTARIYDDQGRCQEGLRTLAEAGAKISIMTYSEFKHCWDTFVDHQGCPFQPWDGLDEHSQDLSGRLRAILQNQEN
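HeLa cells stably expressing Vif and C-terminally eYFP-tagged A3G, seeded overnight at 37 deg C, then exposed to compound by pintool overnight at 37 deg C. Rise in yellow fluorescence (Ex 488/Em 500-530, Acumen) marks blocked Vif-driven A3G degradation.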
RXFP1 agonist = RXFP1 (human) receptor agonism; HEK293T-RXFP1 cAMP TR-FRET, 30 min; response scale: percent of porcine relaxin response, buffer zero; Potency, µM (doses to about 57.5 µM), for inactives: at the top dose activation, hits mostly activators; hit rate 0.3% among 370,000; note: potency is the fitted concentration of half-maximal effect; % is set by controls: 0 for no effect and ±100 for the full control effect; nearly all actives have a fitted effect of over 60% in size; many of its hits are not listed in these tables
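HEK293T cells stably expressing RXFP1 were pretreated with the PDE4 inhibitor Ro 20174, exposed to compounds for 30 min at 37C, lysed, and cAMP was read by TR-FRET. Data normalized to buffer (basal) and 29 nM porcine relaxin (100%).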
GRP78 ERSR act = ER stress response induction in glioma; U87-MG GRP78 promoter luciferase reporter, 16 h; Potency, µM, inactives show top-dose activation, most hits filed as activators; hit rate 0.02% among 420,000; note: potency is the fitted concentration of half-maximal effect; series mostly up to about 76 µM; % of control where 0% means no effect; nearly all actives have a fitted effect of over 35% in size
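Stably transfected U87-MG human glioma cells carrying a GRP78-based luminescent sensor were seeded at 1000 cells/well, pin-dosed with compounds and incubated 16 h. Luciferase reagent was then added, and end-point luminescence was read after 10 min at room temperature.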
D1 ag = human D1 receptor agonism | AID 504660 | hit rate 1% among 360,000 | activation, % at 2 µM | HEK293 T-REx D1 cells, calcium flux, agonist mode; in the data active = activation above about 30%; note: 0% is about no effect
Target sequence (P21728 whole entry, looked up): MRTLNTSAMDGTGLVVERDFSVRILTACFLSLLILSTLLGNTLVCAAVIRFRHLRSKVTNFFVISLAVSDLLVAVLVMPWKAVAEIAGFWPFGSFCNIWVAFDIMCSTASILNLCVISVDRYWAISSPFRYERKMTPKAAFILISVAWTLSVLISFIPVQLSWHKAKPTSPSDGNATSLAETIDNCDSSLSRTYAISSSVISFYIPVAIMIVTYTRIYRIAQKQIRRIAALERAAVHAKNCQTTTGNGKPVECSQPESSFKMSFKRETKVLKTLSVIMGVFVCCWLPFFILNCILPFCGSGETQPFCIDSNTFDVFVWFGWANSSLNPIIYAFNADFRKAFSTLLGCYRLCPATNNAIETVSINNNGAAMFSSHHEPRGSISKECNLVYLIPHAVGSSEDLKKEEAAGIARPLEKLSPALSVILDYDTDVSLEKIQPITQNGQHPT
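Inducible HEK293 T-REx D1 cells, force-coupled to calcium signalling, were plated at 4000 cells/well with tetracycline and held overnight at 30 C. After no-wash calcium dye loading, compound-evoked calcium rise over 180 s flagged agonists.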
RXFP1 antag = RXFP1 (human) relaxin receptor antagonism. Q9HBX9. HEK293-RXFP1, relaxin-stimulated cAMP HTRF, 30 min; hits give low values. activity change, negative = inhibition, % at 57.5 µM. hit rate 0.59% among 350,000. AID 1259400;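 active = activity change of -60% or lower, but not beyond a set lower limit; inconclusive = change between -60% and -40%, or beyond the set limit; inactive = change above -40%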; note: % is set by controls: 0 for no effect and ±100 for the full control effect
D1 PAM = enhances dopamine response at the human D1 receptor. P21728. HEK293 TREx D1 cells, calcium flux, dopamine EC20 potentiation. potentiation, % at 10 µM. hit rate 0.036% among 360,000. AID 504651; in the data active = potentiation above about 30%; note: 0% is about no effect
D1 antag = antagonists of human D1 dopamine receptor | P21728 | HEK293 TREx D1 cells, calcium flux, dopamine EC80; hits give low values | activity change, negative = inhibition, % at 10 µM | hit rate 3.2% among 360,000 | AID 504652; in the data active = activity change below about -30%; note: % is set by controls: 0 for no effect and ±100 for the full control effect
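Allosteric or orthosteric antagonism assessed as attenuation of the calcium response to EC80 dopamine, added 180 s after compound, in induced HEK293 Trex D1 cells loaded with no-wash calcium dye.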
* = called active by the depositor; ? = inconclusive; / = not tested or not shown. Unless noted, calls come from the whole dose curve; as a rule, active = well fitted curve in the direction sought with a large enough effect; inconclusive = small, poorly fitted or top-dose-only effect, or another doubt; inactive = no such curve, though single readings can be large; an effect the other way counts as inactive or inconclusive. This is a subset, so the mix of outcomes need not match the whole.

cpd | molecule | D2 PAM | Vif-APOBEC3F blk | Vif-A3G inh | RXFP1 agonist | GRP78 ERSR act | D1 ag | RXFP1 antag | D1 PAM | D1 antag
1 | CC(NC(=O)C(NC(=O)C(Cc1c[nH]c2ccccc12)NC(=O)OC(C)(C)C)C(C)C)C(N)=O (centres undefined) | 3 | -15% | 5% | 0.4% | 4% | 0 | -14 | 1 | -8
2 | CCOc1cccc(-c2c(C(=O)N/N=C(\C)c3cccnc3)nnn2-c2nonc2N)c1 | 6 | 0% | -3% | 0.8% | -2% | 3 | -18 | 14 | -3
3 | COc1ccccc1NC(=O)COc1ccc(/C=N/NC(=O)CSCc2ccc(Cl)cc2)cc1 | 4 | 3% | 0% | -0.9% | -2% | 2 | / | -1 | 0
4 | CN(C)S(=O)(=O)c1ccc(C(=O)Nc2ccccc2F)cc1 | -5 | -1% | 2% | -0.2% | -2% | 4 | 21 | -5 | 2
5 | Cc1ccccc1Nc1c(C)c(C)nc2ncnn12 | -4 | -6% | 0% | 0.2% | -4% | 7 | 6 | -12 | -4
6 | Nc1ccc(NC(=O)c2ccccc2)c2c1C(=O)c1ccccc1C2=O | 9 | -7% | -5% | 0.1% | -1% | 2 | 2 | 6 | 4
7 | CN(c1ccc(C(=O)Nc2ccc(CC#N)cc2)cc1)S(C)(=O)=O | 4 | 2% | 3% | -0.6% | -2% | 3 | 1 | -3 | -34*
8 | Cn1nc([N+](=O)[O-])nc1Sc1nnnn1-c1cccc(C(=O)O)c1 | 9 | 1% | -2% | -3.0% | -5% | 1 | 0 | 7 | -7
9 | CCOC(=O)/C(C#N)=C/c1ccc(-c2ccc(C)cc2)o1 | -18 | -20% | 2% | -1.7% | 2% | 17 | -11 | -2 | -1
10 | Cc1ccc(NC(=O)CC(C)S(=O)(=O)c2ccc3c(c2)NC(=O)CO3)cc1Cl (centres undefined) | 4 | 0% | -1% | 2.2% | -3% | -1 | 1 | -2 | -16
11 | COc1cc(COC(=O)c2cnc(C)cn2)c(OC)cc1Br | 0 | 1% | -1% | -1.4% | 0% | 1 | -6 | -1 | 6
12 | CC(C)N(Cc1ccccc1)C(=O)CSc1nccn1C | -1 | 0% | 0% | 1.3% | -1% | 5 | 10 | -6 | 4
13 | Cc1c(C(=O)N2CCC(C)CC2)c(S(=O)(=O)N2CCN(c3cccc(Cl)c3)CC2)c(C)n1C | 1 | 3% | 1% | 1.1% | -1% | -1 | -4 | 1 | 6
14 | O=C(/C=C/c1ccccc1)NCCS(=O)(=O)N1CCN(c2ccccc2)CC1 | 4 | 4% | -2% | 0.6% | -2% | 0 | -16 | -1 | -1
15 | COc1ccc(NC(=O)C2CCN(S(=O)(=O)c3ccc4[nH]c(=O)ccc4c3)CC2)c(OC)c1 | 10 | -7% | 3% | ? | -5% | 0 | / | -1 | 1
16 | CC(C)Cn1nc(NC(=O)C(C)(C)C)c2cc3ccccc3nc21 | 10 | -3% | 2% | 1.0% | -6% | 0 | 5 | 0 | -11
17 | COCCNC(=O)CSc1nc2ccccc2c(=O)n1CCCC(=O)NCc1ccccc1 | 4 | 5% | -3% | 3.1% | -5% | 1 | -5 | 8 | 7
18 | Cc1nn2c(=O)cc(CSc3ccccc3NC(=O)c3ccccc3F)nc2s1 | / | 1% | 2% | -0.9% | -6% | 0 | 17 | -6 | 9
19 | CC1=C/C(=N\NC(=S)NCCc2ccccc2)CC(C)(C)C1 | 17 | 13% | 1% | 2.0% | 3% | 0 | -31 | -1 | /
20 | Cc1ccc(Nc2ncnc3c2nnn3Cc2ccccc2)cc1 | 1 | -2% | -3% | -1.1% | 0% | 4 | -15 | 0 | 7
21 | CCOc1cc(C=NNC(=O)c2cccc(S(=O)(=O)N3CCCC3)c2)ccc1O | / | 2% | 3% | / | -4% | / | -6 | / | /
22 | COc1cc(OC)c(NC(=O)CC(=O)Nc2cc(Cl)c(OC)cc2OC)cc1Cl | / | 3% | -3% | 4.6% | -2% | 0 | 4 | -2 | 6
23 | Cc1cc(NC(=O)CCC(=O)N(Cc2cccs2)C(C(=O)NC2CCCC2)c2ccncc2)no1 (centres undefined) | 1 | 2% | 0% | 0.1% | -3% | 3 | -3 | 0 | 18
24 | CCOC(=O)c1cn(-c2c(Cl)cccc2Cl)c2cc(Cl)c([N+](=O)[O-])cc2c1=O | 6 | 2% | -17% | 2.2% | -11% | -1 | -23 | -4 | -8
25 | COc1ccc(OC)c(NC(=O)CN2C(=O)CCc3cc(S(=O)(=O)N4CCCCC4)ccc32)c1 | 1 | 4% | 3% | 0.7% | -2% | 2 | / | 0 | 4
26 | Cc1cc(C)c(S(=O)(=O)NCC2CCC(C(=O)NCc3ccc4c(c3)OCO4)CC2)c(C)c1 (centres undefined) | -9 | -9% | 1% | -0.8% | -3% | 10 | -14 | -8 | 32
27 | Cc1cc(NC(=O)CN2CC3CC(C2)c2cccc(=O)n2C3)nc2c1c(=O)oc1ccccc12 (centres undefined) | -3 | / | / | 3.2% | / | 1 | / | -10 | 4
28 | COc1cc(OCc2ccccc2)c2c(CCC(=O)O)cc(=O)oc2c1 | / | 7% | -4% | / | 3% | / | 5 | / | /
29 | CCOC(=O)C1=C(CC)Nc2ccccc2N=C1NC(=O)c1ccc(S(=O)(=O)N2CCCC2)cc1 | -8 | -1% | -5% | 0.4% | -4% | 3 | -2 | -8 | -9
30 | O=C(Nc1ccc(N2CCOCC2)cc1)c1cccc(S(=O)(=O)N2CCCCC2)c1 | 1 | -1% | 7% | 0.9% | 2% | 20 | -19 | -6 | -4
31 | CCCCCCN(C(=O)CCCCCN1C(=O)NC(c2ccc([N+](=O)[O-])cc2)C(C(=O)OCc2ccccc2)=C1C)C(C(=O)NCCCC)c1ccc(OCC(=O)OC)c(C(=O)OC)c1 (centres undefined) | -13 | / | / | 0.0% | / | 11 | / | -3 | 8
32 | COc1ccccc1CN1CC(C(=O)NCc2ccc(N3CCCC3=O)cc2)CCC1=O (centres undefined) | 8 | 1% | 3% | 0.1% | -4% | 2 | -1 | 2 | 19
33 | O=C(O)CC(c1ccc(Cl)cc1)N1C(=O)CCC1=O (centres undefined) | -1 | 5% | -7% | -0.8% | -5% | 4 | -5 | -5 | -6
34 | COc1cc(CNc2ccc3[nH]c(=O)[nH]c3c2)ccc1OCc1ccc(C)cc1 | 0 | 4% | -2% | 5.4% | -9% | 1 | -13 | -4 | -6
35 | Cc1ccc(S(=O)(=O)N2CCCCC2)cc1C(=O)N1C(C)CCCC1C (centres undefined) | / | 10% | 1% | / | -4% | / | 3 | / | /
36 | COc1ccc(-c2cnnc(N/N=C/c3ccc(C)o3)n2)cc1 | -2 | -10% | -10% | -1.1% | -3% | -1 | 5 | -3 | -2
37 | Cc1[nH]c2ccccc2c1C(=O)C(=O)N1CCN(c2cccc(Cl)c2)CC1 | 5 | 8% | -20% | -1.1% | -5% | 4 | 0 | 1 | -38*
38 | COc1cccc(-c2nnc(-c3ccc(C(F)(F)F)cc3)o2)c1 | -11 | 3% | -1% | 0.2% | 4% | 4 | -7 | -2 | -8
39 | COc1ccccc1/C=N/NC(=S)Nc1cccnc1 | 3 | ? | 0% | 1.8% | 8% | 1 | -29 | 0 | 1
40 | C(=NN=C1c2ccccc2-c2ccccc21)c1ccc2c(c1)OCO2 | / | 8% | -10% | / | 7% | / | -3 | / | /
41 | CCC(=O)Nc1nnc(SCc2cccc(F)c2)s1 | -6 | -9% | -2% | 4.9% | -5% | 1 | 1 | 0 | -4
42 | CCCN(CCC)C(=O)c1c[nH]c2ccc(S(=O)(=O)Nc3cc(C)cc(C)c3)cc2c1=O | / | -7% | 1% | 0.0% | 0% | 1 | 2 | -1 | 6
43 | CCOC(=O)c1cnc(SC)nc1NCCOC | 9 | -10% | -1% | 2.4% | -5% | 2 | -8 | 10 | -3
44 | O=C(c1ccc(F)cc1)N1CCCC(C(=O)N2CCN(c3ccccc3)CC2)C1 (centres undefined) | 1 | 14% | -4% | 1.2% | -2% | 2 | 2 | -8 | -25
45 | OCC1(CCc2ccccc2)CCN(Cc2cc(F)ccc2-n2cccn2)CC1 | -10 | -5% | 2% | -0.9% | -1% | 1 | 1 | -6 | -32*
46 | Cc1ccc2nc(-c3ccc(NC(=O)CN(c4ccccc4C)S(C)(=O)=O)cc3)sc2c1 | 1 | -11% | -11% | 4.3% | -3% | 2 | -6 | 2 | 2
47 | CCN(CC)S(=O)(=O)c1ccc(N2CCCC2)c(C(=O)OCC(=O)N2CCCC2)c1 | 6 | -8% | -1% | ? | -1% | 0 | -3 | -4 | 9

Some of the entries so far, field by field.
#42 CCCN(CCC)C(=O)c1c[nH]c2ccc(S(=O)(=O)Nc3cc(C)cc(C)c3)cc2c1=O
- D2 PAM: /
- Vif-APOBEC3F blk: -7%
- Vif-A3G inh: 1%
- RXFP1 agonist: 0.0%
- GRP78 ERSR act: 0%
- D1 ag: 1
- RXFP1 antag: 2
- D1 PAM: -1
- D1 antag: 6

#47 CCN(CC)S(=O)(=O)c1ccc(N2CCCC2)c(C(=O)OCC(=O)N2CCCC2)c1
- D2 PAM: 6
- Vif-APOBEC3F blk: -8%
- Vif-A3G inh: -1%
- RXFP1 agonist: ?
- GRP78 ERSR act: -1%
- D1 ag: 0
- RXFP1 antag: -3
- D1 PAM: -4
- D1 antag: 9
